NCF1 inh – p47phox (human) inhibition. P14598. p47phox/p22phox peptide binding, fluorescence polarization, 2 h. inhibition, % at 24.7 µM. 0.53% of 220,000 active;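 active = inhibition above about 30%, limit read from the data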;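 also: 0% = p47phox with labelled peptide and 100% = labelled peptide alone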
Target sequence (P14598 whole entry, looked up): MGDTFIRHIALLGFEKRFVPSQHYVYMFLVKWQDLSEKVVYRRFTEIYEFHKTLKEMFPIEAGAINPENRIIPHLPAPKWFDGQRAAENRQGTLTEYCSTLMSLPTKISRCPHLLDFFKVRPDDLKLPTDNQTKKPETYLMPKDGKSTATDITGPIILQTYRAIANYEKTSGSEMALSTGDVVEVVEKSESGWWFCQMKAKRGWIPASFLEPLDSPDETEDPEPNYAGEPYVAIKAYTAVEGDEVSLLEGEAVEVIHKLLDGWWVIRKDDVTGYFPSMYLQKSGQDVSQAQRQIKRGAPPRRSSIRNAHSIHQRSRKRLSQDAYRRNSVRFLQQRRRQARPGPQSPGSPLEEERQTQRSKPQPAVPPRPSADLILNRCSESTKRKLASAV
S1P4 antag – human S1P4 receptor antagonism | 0.26% of 220,000 active | O95977 | S1P4-expressing cells, antagonist mode, reporter read-out | inhibition, % at 4.98 µM; in the data active = inhibition above about 29%;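 also: 0% = wells stimulated with agonist and 100% = vehicle wells without agonist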
NPY Y1 blocker – blocks the human neuropeptide Y Y1 receptor; 1% of 200,000 active; HEK293-CNG Y1 cells, membrane potential fluorescence; NPY at EC95, then isoproterenol; inhibition, % at 3.6 µM; AID 1040;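 active = inhibition above the campaign mean inhibition of all tested compounds plus 3 SD, cut at about 20% in these data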;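 also: 0% = DMSO wells given NPY plus isoproterenol and 100% = isoproterenol alone without NPY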
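Test system: HEK293 cells co-expressing NPY Y1 receptor and cyclic-nucleotide gated channel; Also added: NPY (25 nM), isoproterenol (1 µM), Ro 20-1724 (25 µM); Compound dosing: one concentration, 3.6 µM, in 0.4% DMSO; Timing: dye 3 h, compound 60 min room temperature, stimulation 45 min; Technique: Membrane-potential fluorescent dye readout.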
NPY-Y2 PAM-ag – human NPY-Y2 potentiation or agonism, primary screen. AID 1359. activation, % at 3.6 µM. 0.45% of 220,000 active. cells expressing NPY-Y2, potentiator/agonist read-out. P49146; in the data active = activation above about 27%;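 also: cells stimulated with NPY near EC25 plus isoproterenol at EC100; 0% = vehicle plus submaximal agonist and 100% = vehicle plus saturating agonist; some results beyond the cut were filed as inactive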
Target sequence (P49146 whole entry, looked up): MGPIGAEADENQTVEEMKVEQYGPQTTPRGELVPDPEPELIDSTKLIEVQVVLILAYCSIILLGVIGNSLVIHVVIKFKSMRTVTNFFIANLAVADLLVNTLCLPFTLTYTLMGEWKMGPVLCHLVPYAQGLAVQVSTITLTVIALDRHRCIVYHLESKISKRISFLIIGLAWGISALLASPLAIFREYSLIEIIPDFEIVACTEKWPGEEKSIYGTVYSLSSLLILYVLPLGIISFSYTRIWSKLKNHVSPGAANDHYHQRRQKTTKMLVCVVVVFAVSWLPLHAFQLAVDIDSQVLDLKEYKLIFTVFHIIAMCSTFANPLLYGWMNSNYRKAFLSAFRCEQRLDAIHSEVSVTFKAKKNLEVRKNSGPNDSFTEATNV
Ba/F3 V617F tox – loss of viability in JAK2V617F-driven Ba/F3 cells; Ba/F3 EpoR-JAK2V617F viability, ATP luminescence; 1.1% of 220,000 active; inhibition, % at 5.6 µM;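 active = inhibition above the campaign mean plus 3 SD over all tested compounds, cut at about 24% in these data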;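 also: cytokine-independent growth of Ba/F3 cells driven by EpoR plus mutant JAK2; 0% = DMSO-treated cells and 100% = JAK inhibitor I control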
S1P4 agonist – human S1P4 receptor agonism | O95977 | S1P4-expressing cell line, agonist reporter assay | activation, % at 4.98 µM | 0.35% of 220,000 active; in the data active = activation above about 11%;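 also: 0% = DMSO vehicle and 100% = reference agonist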
BaF3 parental – counter-screen for JAK2V617F inhibitors: parental Ba/F3 viability inhibitors; CellTiter-Glo ATP luminescence; inhibition, % at 5.6 µM; 1.1% of 220,000 active; AID 1486;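 active = inhibition above a per-campaign cutoff, the mean inhibition of all tested compounds plus 3 SD, cut at about 27% in these data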;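 also: 0% = DMSO wells and 100% = JAK Inhibitor I control wells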
CHOP inh – inhibitors of CHOP induction in ER stress response; 3.8% of 220,000 active; CHO-K1 CHOP-promoter luciferase, tunicamycin-induced, 15-18 h; AID 2732; inhibition, % at 10 µM;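 active = compounds that reduced the stress-induced luciferase reporter signal by more than about 70% of percent inhibition, limit read from the data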;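 also: 0% = tunicamycin plus vehicle and 100% = wells without tunicamycin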
NPY-Y1 PAM-ag – human NPY-Y1 potentiation or agonism, primary screen; P25929; NPY-Y1 expressing cells, potentiator/agonist activation; activation, % at 3.6 µM; 0.37% of 220,000 active; AID 1304; in the data active = activation above about 33%, passing the limit was not always enough;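 also: cells stimulated with NPY at EC10 then isoproterenol at EC100; 0% = low agonist plus stimulus and 100% = saturating agonist plus stimulus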
* hit, by the source's call; . = no result given.

SMILES	NCF1 inh	S1P4 antag	NPY Y1 blocker	NPY-Y2 PAM-ag	Ba/F3 V617F tox	S1P4 agonist	BaF3 parental	CHOP inh	NPY-Y1 PAM-ag
Cc1[nH]c2ccccc2c1/C=C/c1nc2ccccc2c(=O)[nH]1	-7	-44	.	4	5	-0.4	3	76*	0
Cc1ccccc1C(=O)Nc1ccc(Br)cn1	-16	0	-4	10	0	-0.7	5	30	3
O=C(O)COn1c(-c2ccc(Cl)cc2)nc2ccc(Cl)cc21	-4	4	5	3	0	0.5	10	-7	3
COc1ccc(/C=N/NC(=O)c2nc(-c3ccccc3)n(-c3ccccc3)n2)c(O)c1	-9	0	1	14	-4	0.8	2	56	-16
O=C(CC1C(=O)NCCN1C(=O)Nc1ccc(F)cc1)Nc1cc(Cl)ccc1Cl (stereo not given)	-13	1	.	28	-1	1.4	-1	4	28
Cc1ccc(C(=O)Nc2ncc(Cc3ccc(SC(F)F)cc3)s2)cc1	0	-8	16	-16	3	0.8	2	6	-3
CCOC(=O)N1CCN(C(=O)c2ccc3c(=O)n4c(nc3c2)CCCCC4)CC1	1	-4	1	-3	-2	0.9	1	2	14
O=C(OCCN1CCCCC1)c1ccc(O)cc1	-9	16	-7	-6	0	0.2	-2	-7	-4
COc1ccc(-c2csc(-c3ccc(O)cc3)n2)cc1	-13	-7	.	-16	64*	-0.1	47*	15	-2
COc1cccc(NC(=O)C2CC(=O)OC23CCOC(C)(C)C3)c1 (stereo not given)	-6	-13	6	1	3	0.7	8	26	-12
O=C(c1ccc(CS(=O)(=O)c2ccc(Br)cc2)o1)N1CCN(C2CCCCC2)CC1	-12	-9	2	-13	-6	0.2	-4	-6	-10
O=[N+]([O-])c1cc(/C=N/N/C(=N/c2ccccn2)c2ccccn2)ccc1O	-52	17	14	14	-1	0.2	3	61	-2
COc1ccc(OCCCC(=O)Nc2nc(-c3ccccn3)cs2)cc1	-3	-1	4	-6	5	1.3	7	-103	-9
Cc1nc(-c2ccc(C(=O)Nc3ccc(F)cc3)cc2)cs1	-13	-2	-10	-6	4	-2.5	7	19	13
CCOc1ccc(C2C(C(=O)OC)=C(C)N=C3SCCC(=O)N32)cc1OCC (stereo not given)	-17	-23	-3	6	-1	-0.7	1	11	5
CCOc1cccc(C(=O)Nc2cccc(NC(=O)c3ccco3)c2)c1	-12	-7	-2	-20	0	-0.7	3	5	-7
Cc1ccc(-c2nnc(SCC(=O)NCC3CCCO3)n2C)cc1 (stereo not given)	-4	2	2	-6	0	1.1	4	15	-1
N#C/C(=C\c1cn(Cc2cccc(F)c2)c2ccccc12)C(=O)NCc1ccco1	-38	-5	10	-6	-3	1.8	2	13	-8
COc1ccc(C2NC(=S)NC3=C2CCCC3=C2SCCS2)cc1 (stereo not given)	-14	5	1	2	-4	2.4	5	36	13
CCCCn1c(SCC(=O)Nc2cc(C)[nH]n2)nc2ccsc2c1=O	-7	2	0	14	-4	-1.0	2	43	11
CC(=O)Oc1ccc(N2C(=O)C3C(C2=O)C2C=CC3C23CC3)cc1[N+](=O)[O-] (stereo not given)	-13	-12	3	0	0	-0.3	4	6	18
CC1C2CC(C/C2=N/NC(=O)c2cccs2)C1(C)C (stereo not given)	-6	-1	2	4	-2	0.7	10	-5	-1
CC1CN(c2ccc(S(=O)(=O)N3CCOCC3)cn2)CC(C)O1 (stereo not given)	4	-2	-3	-20	4	-1.2	7	5	20
Cc1cc(C)nc(NS(=O)(=O)c2ccc(N/C=C\C(=O)c3cccs3)cc2)n1	-8	-4	1	-1	3	2.0	9	8	22
CC1=C(C(N)=O)C(c2ccc(Cl)cc2)NC(=O)N1 (stereo not given)	-12	13	-2	2	-1	-1.2	3	2	9
The list goes on.
SMILES	NCF1 inh	S1P4 antag	NPY Y1 blocker	NPY-Y2 PAM-ag	Ba/F3 V617F tox	S1P4 agonist	BaF3 parental	CHOP inh	NPY-Y1 PAM-ag
CCCCNC(=O)c1cn(-c2ccc(OCC)cc2)c(=O)c2cc(OC)c(OC)cc12	-6	-19	2	-8	-5	-0.8	0	-14	-13
CCCc1nnc(SCC(=O)O)n1CC	-1	-2	.	2	-1	1.5	3	-3	-20
COc1ccc(C2CC(c3cccs3)=NN2C(=O)CN2CCCCC2)cc1 (stereo not given)	6	-7	8	-3	-1	0.5	8	-8	-5
CCCCCCn1c(C)nc2c(c1=O)c1nc3ccccc3nc1n2/N=C/c1ccco1	-38	-2	0	2	-1	-0.7	1	3	13
O=C(O)/C=C/C(=O)Nc1ccc(F)cc1F	-16	5	3	-2	3	-2.4	3	11	-9
Cc1c(O)ccc(NC(=O)/C=C/c2ccccc2)c1C	-2	57*	0	2	0	-0.9	7	-2	11
CCOc1cccc(=O)c2c(C)n(Cc3ccccc3)c(C)c12	-5	-19	5	-5	-6	-0.8	3	8	21
Cc1nnc(SCC(=O)N(Cc2ccccc2)C(C)C)n1-c1ccccc1	-9	1	1	-4	-3	-0.1	1	-12	-13
CNC(=O)NC(=O)COC(=O)CCCSc1nc2ccccc2s1	1	-7	5	-13	-3	1.3	2	26	-58
Cc1ccc(S(=O)(=O)Nc2ccccc2C(=O)NCc2cccnc2)cc1	1	-3	-4	7	2	0.0	4	-3	1
O=[N+]([O-])c1cc(S(=O)(=O)Nc2ccc(Cl)cc2)ccc1N/N=C/c1ccncc1	7	-10	-2	8	3	1.9	1	64	4
COc1ccc(CCCC(=O)O)c(C)c1	8	-25	3	-10	0	-0.9	5	30	-16
Cc1ccc(S(=O)(=O)N2CCCCC2C(=O)Nc2nncs2)cc1 (stereo not given)	-6	4	.	19	-2	0.4	3	11	15
COc1ccc(NC(=O)CN(C)CC(=O)Nc2cccc(C(F)(F)F)c2)cc1	-2	-12	7	2	-2	2.5	2	21	0
N#Cc1nc(-c2ccco2)oc1N1CCN(c2ccccc2)CC1	-4	-1	26*	-4	2	0.0	7	-43	-44
CC(C)(C)C(=O)C(Cc1ccccc1Cl)n1cncn1 (stereo not given)	4	12	2	9	-3	-0.1	-1	-21	2
COc1ccc(OC)c(S(=O)(=O)Nc2ccccc2C(=O)O)c1	-11	1	1	-3	1	-0.4	8	-11	3
Cc1cccc(CSc2nnc(C)c(=O)n2N)c1	-3	-16	4	4	-1	4.3	6	0	11
O=C(c1ccccc1)N1CCN(S(=O)(=O)N2CCCCC2)CC1	-1	-2	7	15	2	1.7	5	13	-1
C/C(CC(=O)Nc1cccc(Cl)c1C)=N\NC(=O)C(=O)NCC(C)C	-5	2	-3	-13	2	-0.2	7	13	2
COc1ccc(/C=N/N=C2/NC(=O)C(CC(=O)O)S2)cc1OCc1ccccc1Cl (stereo not given)	-18	-2	1	-2	1	0.8	8	-11	2
CC1(C)Cc2c(ccc3ccccc23)-c2nnc(-c3cccnc3)n21	-12	-2	-7	8	-2	1.2	5	31	28
CN(CCN1CCOCC1)Cc1nc(-c2ccc3c(c2)OCO3)no1	-4	-2	2	-13	-1	0.7	10	22	5
CCCCCCCCOC(=O)/C=C/c1c(C)[nH]c(=O)[nH]c1=O	-5	-17	5	-3	-4	1.0	4	52	13
CC(C)OC(=O)CSc1nc(Cc2ccccc2)nc2ccccc12	-11	-13	9	-17	-2	1.1	1	75*	-3
(cont.)
SMILES	NCF1 inh	S1P4 antag	NPY Y1 blocker	NPY-Y2 PAM-ag	Ba/F3 V617F tox	S1P4 agonist	BaF3 parental	CHOP inh	NPY-Y1 PAM-ag
CSc1nnc(-c2ccc(C(F)(F)F)nc2C)o1	-1	-10	.	4	4	0.4	-2	-6	1
Cn1c(CNc2ccc(F)cc2)nnc1SCC(=O)NNC(=O)Cc1ccccc1	1	5	2	16	-4	16*	-1	-6	11
Nc1nc(CN2CCN(Cc3ccccc3)CC2)nc(Nc2ccccc2)n1	-2	-12	3	-4	4	0.2	6	-8	-35
Clc1ccc(-c2csc3ncnc(N4CCc5ccccc5C4)c23)cc1	-22	-3	-2	-11	6	-0.3	6	37	-15
O=S(=O)(Nc1ncccc1O)c1ccc(Cl)cc1	-4	-26	-8	4	-5	-0.5	1	10	1
C=CCn1c(SCCC)nc(O)cc1=O	-2	-3	4	-2	-3	2.0	3	2	-13
COC(=O)c1ccccc1S(=O)(=O)N1CCC(c2nc3ccccc3o2)CC1	-17	-13	4	1	3	0.7	0	13	-30
CC1Cc2nc(SCC(=O)c3ccccc3)n(Cc3ccccc3)c(=O)c2S1 (stereo not given)	-17	-6	3	-5	-2	-3.0	4	63	-7
COc1c(C)cc(Br)cc1C(=O)Nc1ccc(S(N)(=O)=O)cc1	-8	-9	10	-14	2	-0.3	7	13	-5
COc1ccc(C(=O)Nc2ccc3[nH]c(-c4cccc(OC)c4)cc(=O)c3c2)cc1	-11	-2	-3	2	0	2.6	5	-30	13
Cc1cc(C)cc(NC(=O)Nc2cccc(S(N)(=O)=O)c2)c1	-2	-1	.	2	-4	1.2	-3	13	26
C=CCNC(=S)NNC(=O)c1ccc(OCCC)cc1	6	-11	-1	3	-2	-0.8	6	-23	-16
CC(C)CC(CO)N1CCN(C(=O)c2ccc(C(C)(C)C)cc2)CCC1=O (stereo not given)	-5	14	-1	1	-1	1.6	3	-7	0

Gathered by group, the compounds so far with two or more sulfur atoms
SMILES	NCF1 inh	S1P4 antag	NPY Y1 blocker	NPY-Y2 PAM-ag	Ba/F3 V617F tox	S1P4 agonist	BaF3 parental	CHOP inh	NPY-Y1 PAM-ag
Cc1ccc(C(=O)Nc2ncc(Cc3ccc(SC(F)F)cc3)s2)cc1	0	-8	16	-16	3	0.8	2	6	-3
COc1ccc(C2NC(=S)NC3=C2CCCC3=C2SCCS2)cc1 (stereo not given)	-14	5	1	2	-4	2.4	5	36	13
CCCCn1c(SCC(=O)Nc2cc(C)[nH]n2)nc2ccsc2c1=O	-7	2	0	14	-4	-1.0	2	43	11
Cc1cc(C)nc(NS(=O)(=O)c2ccc(N/C=C\C(=O)c3cccs3)cc2)n1	-8	-4	1	-1	3	2.0	9	8	22
CNC(=O)NC(=O)COC(=O)CCCSc1nc2ccccc2s1	1	-7	5	-13	-3	1.3	2	26	-58
Cc1ccc(S(=O)(=O)N2CCCCC2C(=O)Nc2nncs2)cc1 (stereo not given)	-6	4	.	19	-2	0.4	3	11	15
CC1Cc2nc(SCC(=O)c3ccccc3)n(Cc3ccccc3)c(=O)c2S1 (stereo not given)	-17	-6	3	-5	-2	-3.0	4	63	-7

From PubChem
